Assay outcomes (PubChem)
p53ts 32C kill: p53ts cell cytotoxicity, permissive temperature; H1299-p53A138V at 32C, ATP luminescence viability, 24 h; Potency, µM (doses to about 46.1 µM), without a hit: top-dose activity change, negative = cytotoxicity, actives largely listed as cytotoxic; 130,000 tested, 0.93% active; AID 924;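 further: 0% = DMSO and -100% = full killing by reference compound; nearly all actives have a fitted effect of over 55% in size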
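H1299-p53 A138V cells (temperature-sensitive p53) exposed 24 h to up to 46 uM compound at 32C, where p53 is wild-type in conformation. Viability read as ATP luminescence and normalised to DMSO and 100 uM tamoxifen. AC50 fitted with the Hill equation.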
Peg3 imprint: inducers of genomic imprint erasure in mouse ES cells; mouse ES Peg3-LacZ reporter, beta-gal luminescence, 40 h; Potency, µM (top dose mostly 60.7 µM), inactives show at the highest dose activity change, positive = activation, most hits filed as activators; 110,000 tested, 0.02% active; AID 1948;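 further: 0% = negative control wells on the plate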
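Readout: BetaGlo luminescence (5 min, room temp) for LacZ from the normally silent maternal Peg3 allele in female Peg3LacZ-Neo ES cells. Cells 300/well, 40 h, 37C, 5% CO2. Data normalized per plate to negative controls.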
* hit, by the source's call; ? = inconclusive; . = no result given; [ ] = dose if it differs, or a comment. The call rests on the fitted dose curve; in most records, active means well fitted curve in the direction sought with a large enough effect; inconclusive means small, poorly fitted or top-dose-only effect, or another doubt; inactive means no such curve, though single readings can be large; an effect the other way counts as inactive or inconclusive. Potency means the concentration at half of the fitted maximal effect. The list is partial; the hit share may differ from the screen's.

SMILES	p53ts 32C kill	Peg3 imprint
Cc1cc(C)cc(NC(=O)N2CCC(CN3CCc4ccccc4C3)CC2)c1	2%	.
Cc1ccc(NC(=O)C2CCN(c3nn4cc(-c5ccc(C)cc5)nc4s3)CC2)cc1	-5%	.
O=S(=O)(c1ccc2[nH]c3c(c2c1)CCCC3)N1CCN(c2cccc(C(F)(F)F)c2)CC1	14%	.
O=C(COCc1cc(-c2cccs2)on1)NCc1ccc(F)cc1	1%	.
CCS(=O)(=O)N1CC(=O)N(c2cc(C)ccc2C)C(C)(C(=O)NC2CCCCC2)C1 (stereo not given)	3%	.
CCOC(=O)c1cccc(NC(=O)NC(C)c2c(-n3cccc3)sc3c2CCN(C)C3)c1 (stereo not given)	5%	.
COc1ccc(OC)c(-c2noc(N3CCN(c4cccc(C)c4C)CC3)n2)c1	0%	.
O=C(Cn1c(-c2cccs2)cc2cc(Cl)ccc21)NCc1ccccc1	-9%	.
O=C(NCCc1ccccc1)c1ccc(Cn2c(SCc3ccc(F)cc3)nc3cccnc32)cc1	-15%	.
CSc1ccc(CCNC(=O)c2ccc(-n3c(C)cc4c3CCC(C)C4)cc2)cc1 (stereo not given)	-21%	.
CCCn1cc(S(=O)(=O)c2cc(C)ccc2C)c(=O)c2cc(F)c(N3CCN(CC)CC3)cc21	-13%	.
CCN(CC)c1ccc(NC(=O)CN2C(=O)c3cccnc3Oc3ccccc32)c(C)c1	0%	.
CC(CNS(=O)(=O)c1ccc2c(c1)CC(=O)N2C)c1ccccc1 (stereo not given)	-8%	.
Cc1cc2c(n1-c1ccc(C(=O)NCCc3ccccc3)cc1)CCC(C)C2 (stereo not given)	-13%	.
COc1ccc(CNS(=O)(=O)c2cc3c(cc2C)n(C)c(=O)c(=O)n3C)cc1	5%	.
Cc1cc2[nH]c(=O)c(=O)[nH]c2cc1S(=O)(=O)Nc1ccc(OC(F)(F)F)cc1	5%	.
COc1ccc(N2CCN(C(=O)c3nc(-c4ccc(Cl)cc4)n4c3CCCCC4)CC2)cc1	-4%	.
CC(C)CCNC(=O)Cn1cc(S(=O)(=O)Cc2ccc(F)cc2)c2ccccc21	-4%	.
COc1ccc(Cl)cc1C(=O)Nc1ccc2nc(Nc3cccc(Cl)c3)cc(C)c2c1	-7%	.
COc1ccc(-c2cn3nc(N4CCCC(C(=O)Nc5ccc(Cl)cc5C)C4)sc3n2)cc1 (stereo not given)	-4%	.
COc1cc(NC(=O)N2CCC(CN3CCCC3)CC2)cc(OC)c1OC	-8%	.
CSc1ncc(C(=O)Nc2cc(C)cc(C)c2)c(-c2ccccc2)n1	-8%	.
O=C(Nc1cccc(Cl)c1)C1CCCN(c2nn3cc(-c4ccc(F)cc4)nc3s2)C1 (stereo not given)	-6%	.
CCOc1ccc(NC(=O)C2CCCN(c3nn4cc(-c5ccc(OC)cc5)nc4s3)C2)cc1 (stereo not given)	-19%	.
CSc1ncc(C(=O)NCc2ccc(C)cc2)c(-c2ccccc2)n1	-2%	.
O=C(Cn1c(-c2cccs2)cc2ccccc21)NCCCN1CCN(c2ccc(F)cc2)CC1	3%	.
COc1ccc(-c2cn3nc(N4CCCC(C(=O)Nc5ccc(C)c(C)c5)C4)sc3n2)cc1 (stereo not given)	2%	.
CCC1CN(C(=O)Nc2cc(Cl)ccc2C(=O)OC)c2ccccc2S1 (stereo not given)	-6%	.
CC(=O)N1CCC2(CC1)OC(=O)C(C)=C2C(=O)NCc1ccccc1Cl	2%	.
CCc1nc(SC)ncc1C(=O)N1CCN(c2cc(C)ccc2C)CC1	3%	.
Cc1ccc(NC(=O)c2ccc(CN3CC(=O)N4CCCCC4C3=O)cc2)cc1C (stereo not given)	-4%	.
Cc1oc(-c2ccccc2)nc1Cn1c(SCc2cccc(C(F)(F)F)c2)nc2cccnc21	-3%	.
Cn1cc(S(=O)(=O)c2ccccc2)c(=O)c2cc(F)c(N3CCN(c4ccccc4)CC3)cc21	-8%	.
CCN(CC)CCNC(=O)C1CCN(c2nn3cc(-c4ccc(F)cc4)nc3s2)CC1	-25%	.
CCCCn1cc(S(=O)(=O)c2ccc(C)c(C)c2)c(=O)c2cc(F)c(N3CCN(C)CC3)cc21	-5%	.
Cc1ccc(NC(=O)N2CCC(CN3CCCC3)CC2)c(C)c1	-16%	.
COc1cc(NC(=O)C(CC(C)C)N2Cc3ccccc3C2=O)cc(OC)c1 (stereo not given)	-7%	.
CC(=O)N1c2ccc(S(=O)(=O)N3CCN(c4cc(Cl)ccc4C)CC3)cc2CC1C (stereo not given)	-1%	.
CCc1ccc2nc(N(CCN(CC)CC)C(=O)c3ccco3)sc2c1	-16%	.
O=C(NCCc1ccc(Cl)cc1)c1nc(-c2cccc(F)c2)n2c1CCCCC2	10%	.

The final three entries of the part above are carried over, then new ones follow.
SMILES	p53ts 32C kill	Peg3 imprint
CC(=O)N1c2ccc(S(=O)(=O)N3CCN(c4cc(Cl)ccc4C)CC3)cc2CC1C (stereo not given)	-1%	.
CCc1ccc2nc(N(CCN(CC)CC)C(=O)c3ccco3)sc2c1	-16%	.
O=C(NCCc1ccc(Cl)cc1)c1nc(-c2cccc(F)c2)n2c1CCCCC2	10%	.
Cc1ccc(S(=O)(=O)c2cn(Cc3ccccc3)c3cc(N4CCCCC4)c(F)cc3c2=O)cc1	3%	.
Cc1ccc(-c2cc(C(=O)N3CCN(S(=O)(=O)c4ccc(Br)s4)CC3)[nH]n2)c(C)c1	3%	.
CCN(CC)c1ccc(NC(=O)CN2C(=O)c3cccnc3Oc3ccc(Cl)cc32)c(C)c1	-16%	.
COC(=O)c1ccc(Cl)cc1NC(=O)N(Cc1ccc(C)o1)C1CCN(C(C)=O)CC1	0%	.
COc1ccc(Br)cc1CNC(=O)CN1C(=O)CCCc2ccccc21	-7%	.
Cc1ccc(NC(=O)C(CC(C)C)N2Cc3ccccc3C2=O)cc1F (stereo not given)	-2%	.
Cc1ccc(NC(=O)N2CCC(CN3CCCCCC3)CC2)c(Cl)c1	-4%	.
O=C(NCCc1ccccc1)c1ccc(Cn2c(SCc3cccc(F)c3)nc3cccnc32)cc1	-2%	.
O=C(Nc1cccc(Cl)c1)N1CCSc2ccccc21	-11%	.
COc1ccc(CNC(=O)CN2C(=O)c3cccnc3Oc3ccc(C)cc32)cc1	-11%	.
CCCn1c2ccccc2c2cnn(CC(=O)NCCc3ccc(S(N)(=O)=O)cc3)c(=O)c21	-5%	.
COc1ccc(N2CCN(C(=O)c3cnc(SC)nc3C)CC2)cc1	12%	.
Cc1ccc(-c2cc(C(=O)N3CCN(S(=O)(=O)c4ccc(Br)s4)CC3)[nH]n2)cc1C	-12%	.
COc1ccc(OC)c(NC(=O)COCc2cc(-c3ccc(F)cc3)on2)c1	-10%	.
N#Cc1ccc(NC(=O)COCc2cc(-c3ccc4c(c3)OCO4)on2)cc1	4%	.
CCS(=O)(=O)N1CC(=O)N(c2ccc(Cl)cc2C)C(C)(C(=O)NC2CCCCC2)C1 (stereo not given)	-9%	.
O=C(c1nc(-c2ccc(Cl)cc2)n2c1CCCCC2)N1CCN(c2ccc(F)cc2)CC1	5%	.
Cc1ccc(Cn2cc(S(=O)(=O)c3cccc(Cl)c3)c(=O)c3cc(F)c(N4CCOCC4)cc32)cc1	-1%	.
CC(=O)c1cccc(NC(=O)C2CCN(c3ncnc4c3nc3n4CCCCC3)CC2)c1	-10%	.
CC(=O)N1CCC(N(Cc2ccc(C)o2)C(=O)Nc2cccc(C(F)(F)F)c2)CC1	3%	.

Given in markdown: entries from further up.
| Molecule | p53ts 32C kill | Peg3 imprint |
| --- | --- | --- |
| CCc1ccc2nc(N(CCN(CC)CC)C(=O)c3ccco3)sc2c1 | -16% | . |
| O=C(NCCc1ccc(Cl)cc1)c1nc(-c2cccc(F)c2)n2c1CCCCC2 | 10% | . |
| Cc1ccc(S(=O)(=O)c2cn(Cc3ccccc3)c3cc(N4CCCCC4)c(F)cc3c2=O)cc1 | 3% | . |
| Cc1ccc(-c2cc(C(=O)N3CCN(S(=O)(=O)c4ccc(Br)s4)CC3)[nH]n2)c(C)c1 | 3% | . |
| CCN(CC)c1ccc(NC(=O)CN2C(=O)c3cccnc3Oc3ccc(Cl)cc32)c(C)c1 | -16% | . |
| COC(=O)c1ccc(Cl)cc1NC(=O)N(Cc1ccc(C)o1)C1CCN(C(C)=O)CC1 | 0% | . |
| COc1ccc(Br)cc1CNC(=O)CN1C(=O)CCCc2ccccc21 | -7% | . |
| Cc1ccc(NC(=O)C(CC(C)C)N2Cc3ccccc3C2=O)cc1F (stereo not given) | -2% | . |
| Cc1ccc(NC(=O)N2CCC(CN3CCCCCC3)CC2)c(Cl)c1 | -4% | . |
| O=C(NCCc1ccccc1)c1ccc(Cn2c(SCc3cccc(F)c3)nc3cccnc32)cc1 | -2% | . |
| O=C(Nc1cccc(Cl)c1)N1CCSc2ccccc21 | -11% | . |
| COc1ccc(CNC(=O)CN2C(=O)c3cccnc3Oc3ccc(C)cc32)cc1 | -11% | . |
| CCCn1c2ccccc2c2cnn(CC(=O)NCCc3ccc(S(N)(=O)=O)cc3)c(=O)c21 | -5% | . |
| COc1ccc(N2CCN(C(=O)c3cnc(SC)nc3C)CC2)cc1 | 12% | . |
| Cc1ccc(-c2cc(C(=O)N3CCN(S(=O)(=O)c4ccc(Br)s4)CC3)[nH]n2)cc1C | -12% | . |
| COc1ccc(OC)c(NC(=O)COCc2cc(-c3ccc(F)cc3)on2)c1 | -10% | . |
| N#Cc1ccc(NC(=O)COCc2cc(-c3ccc4c(c3)OCO4)on2)cc1 | 4% | . |
| CCS(=O)(=O)N1CC(=O)N(c2ccc(Cl)cc2C)C(C)(C(=O)NC2CCCCC2)C1 (stereo not given) | -9% | . |
| O=C(c1nc(-c2ccc(Cl)cc2)n2c1CCCCC2)N1CCN(c2ccc(F)cc2)CC1 | 5% | . |
| Cc1ccc(Cn2cc(S(=O)(=O)c3cccc(Cl)c3)c(=O)c3cc(F)c(N4CCOCC4)cc32)cc1 | -1% | . |
| CC(=O)c1cccc(NC(=O)C2CCN(c3ncnc4c3nc3n4CCCCC3)CC2)c1 | -10% | . |
| CC(=O)N1CCC(N(Cc2ccc(C)o2)C(=O)Nc2cccc(C(F)(F)F)c2)CC1 | 3% | . |

Continued.
SMILES	p53ts 32C kill	Peg3 imprint
COc1ccc(C)cc1NC(=O)Cn1cc(S(=O)(=O)Cc2ccccc2Cl)c2ccccc21	-8%	.
CCc1cccc(NC(=O)CN2Cc3ccccc3C2=O)c1	-6%	.
Cn1cc(S(=O)(=O)c2cccc(Cl)c2)c(=O)c2cc(F)c(N3CCN(c4ccccc4)CC3)cc21	-3%	.
Fc1ccc(N2CCN(c3ncnc4c3nc3n4CCCCC3)CC2)cc1	0%	.
CCOC(=O)C1=C(CN(CC)Cc2ccccc2)NC(=O)NC1c1ccc(OC)cc1 (stereo not given)	4%	.
COc1ccc(Nc2ncnc3c2nc2n3CCCC2)cc1Cl	-26%	.
CN(C)CCCN(C(=O)c1cccs1)c1nc2ccc(F)cc2s1	-15%	.
O=c1c(S(=O)(=O)c2ccccc2)cn(Cc2cccc(F)c2)c2cc(N3CCCC3)c(F)cc12	-6%	.
O=C(Cn1cc(S(=O)(=O)Cc2cccc(Cl)c2)c2ccccc21)NCCc1ccccc1	-5%	.
O=C(NCc1ccc(F)cc1)C1CCN(c2ncnc3c2nc2n3CCCCC2)CC1	-6%	.
O=C(CN1C(=O)COc2ccc(S(=O)(=O)NC3CCCC3)cc21)Nc1ccc(Cl)cc1F	10%	.
O=C(NCCc1ccccc1)c1ccc(Cn2c(SCc3ccccc3)nc3cccnc32)cc1	?	.
CCOC(=O)c1ccc(NC(=O)C(CC)Sc2nc3ncccc3[nH]2)cc1 (stereo not given)	-8%	.
COc1cc(NC(=O)N2CCC(CN3CCc4ccccc4C3)CC2)cc(OC)c1	-1%	.
CC(=O)N1c2ccc(S(=O)(=O)N3CCN(c4ccc(C)cc4C)CC3)cc2CC1C (stereo not given)	-15%	.
COc1ccc(C)cc1NC(=O)COCc1cc(-c2ccc(F)cc2)on1	-4%	.
COc1ccc(OC)c(-c2noc(N3CCN(c4cccc(C(F)(F)F)c4)CC3)n2)c1	-3%	.
O=C(O)/C=C(/C(=O)O)[C@]12CCN3CC4=CCO[C@@H]5CC(=O)N[C@@H]1C5[C@H]4C[C@H]32 (stereo not given in full)	.	4%[10.9 µM]
CN1CCCC1CCOC(C)(c1ccccc1)c1ccc(Cl)cc1 (stereo not given)	.	-20%
COc1ccc(C2=N[C@@H](C(C)C)CO2)cc1	.	-19%[97.3 µM]
O=P(O)(O)C(O)(Cn1ccnc1)P(=O)(O)O	.	-7%
COc1ccccc1[C@H]1C(c2ccc(F)cc2)=NN(c2ccccc2)[C@@H]1CO	.	-11%
CC12C=CC(=O)C=C1[C@@H](F)CC1C2C(O)CC2(C)C1CC[C@]2(O)C(=O)CO (stereo not given in full)	.	-14%
CC(=O)c1ccc(-c2cccc([C@H]3[C@@H]4C=CC[C@@H](C)[C@@H]4C(=O)N3Cc3ccccc3)c2)cc1	.	-16%
N[C@@H](Cn1c2c(c(=O)[nH]c1=O)CCC2)C(=O)O	.	-1%
O=C(OCc1ccccc1)[C@@H]1COC(c2ccc(Br)cc2)=N1	.	-17%
CCCCCCCCC#Cc1nc(C)ccc1OC	.	-19%[97.3 µM]
Cc1cccc(C2=NN(c3ccccc3)[C@@H](C(=O)N3CCOC3=O)[C@@H]2c2ccccc2)c1	.	-2%
